Yeast life ext: compounds extending yeast replicative lifespan, primary screen, S. cerevisiae, OD615; AID 775, 2007; 130,000 compounds, 0.68% hits; S. cerevisiae growth with nicotinamide; deaD strain in restrictive glucose medium; inhibition of the nicotinamide effect, % at 10 µM;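 active = inhibition above a set limit, placed 3 SD over the median of all compounds, cut at about 26% in these data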;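 note: 0% = nicotinamide-treated wells and 100% = cells grown without nicotinamide; some compounds called inactive have numbers as strong as hits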
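System: Modified budding yeast, DeaD strain | Buffer or medium: Restrictive glucose medium | Also added: 1.5 mM nicotinamide | Doses: 10 µM single point, 0.25% DMSO | Schedule: 48 h compound exposure at 30 °C, humidified | Detection: Absorbance at 615 nm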
GALR2 antag: GALR2 antagonists in receptor-expressing cells, primary screen. Galanin receptor type 2 (Homo sapiens), O43603. antagonist mode. inhibition, % at 4 µM. 140,000 compounds, 0.39% hits; in the data active = inhibition above about 27%;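 note: cells stimulated with galanin 1-16 at roughly its EC80; 0% = agonist challenge control and 100% = basal control without agonist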
Target sequence (O43603 whole entry, looked up): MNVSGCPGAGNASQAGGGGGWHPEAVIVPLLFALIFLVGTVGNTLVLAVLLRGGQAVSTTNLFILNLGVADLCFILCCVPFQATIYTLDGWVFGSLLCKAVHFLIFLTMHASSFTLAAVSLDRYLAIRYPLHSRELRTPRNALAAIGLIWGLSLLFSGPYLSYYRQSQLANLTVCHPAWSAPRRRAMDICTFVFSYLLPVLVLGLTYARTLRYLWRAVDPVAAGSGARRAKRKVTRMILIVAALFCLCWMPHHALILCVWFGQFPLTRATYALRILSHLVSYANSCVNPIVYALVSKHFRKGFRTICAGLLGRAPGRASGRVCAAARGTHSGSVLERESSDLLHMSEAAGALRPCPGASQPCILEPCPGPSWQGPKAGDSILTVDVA
BB579 growth dn: growth inhibitors of yeast BB579 in restrictive medium, primary screen, yeast lifespan-shortening project, S. cerevisiae. inhibition, % at 10 µM. 140,000 compounds, 0.51% hits. OD615, 48 h;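 active = inhibition above a set limit, 3 SD over the mean compound inhibition, cut at about 44% in these data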; note: inactives centre near -24
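System: Saccharomyces cerevisiae DeaD strain BB579, replicative lifespan model yeast | Buffer or medium: Restrictive glucose-based CSMM-D medium | Times: 4 h preincubation and 48 h exposure at 30 °C | Detection: OD615 turbidity measurement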
NPY-Y2 antag: NPY-Y2 receptor antagonists, primary screen, cell-based; Neuropeptide Y receptor type 2 (Homo sapiens), P49146; NPY-Y2 expressing cells, antagonist mode; inhibition, % at 2.7 µM; 140,000 compounds, 0.99% hits; in the data active = inhibition above about 17%;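 note: 0% = vehicle with agonist challenge and 100% = reference antagonist with challenge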
Target sequence (P49146 whole entry, looked up): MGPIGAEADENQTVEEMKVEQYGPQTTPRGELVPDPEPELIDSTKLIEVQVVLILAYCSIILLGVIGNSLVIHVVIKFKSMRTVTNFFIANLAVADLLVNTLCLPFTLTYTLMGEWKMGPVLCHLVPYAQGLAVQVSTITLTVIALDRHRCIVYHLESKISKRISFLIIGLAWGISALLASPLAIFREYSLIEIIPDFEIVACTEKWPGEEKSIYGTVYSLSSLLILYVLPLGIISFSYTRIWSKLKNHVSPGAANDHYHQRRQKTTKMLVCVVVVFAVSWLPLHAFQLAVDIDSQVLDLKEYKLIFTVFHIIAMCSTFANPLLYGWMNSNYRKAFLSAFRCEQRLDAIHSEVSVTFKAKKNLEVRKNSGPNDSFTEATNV
MRP1 act: H69AR viability gain despite doxorubicin, primary screen, MRP-1 activator project, H69AR cells, CellTiter-Glo | viability rescue | viability increase, % at 10 µM | 140,000 compounds, 0.61% hits;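 active = viability gain under doxorubicin at or above a set limit, the compound median plus 3 SD, cut at about 4.7% in these data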;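 note: MRP-1 overexpressing cells given doxorubicin 25 µM after compound pretreatment; 18-22 h compound pretreatment then 72 h with doxorubicin before readout; 0% = doxorubicin-only wells and 100% = vehicle-treated cells without doxorubicin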
Measles CPE: compounds protecting cells from measles virus cytopathic effect, primary screen, measles RdRp inhibitor project, single point, MLSMR library, absorbance; 140,000 compounds, 1.5% hits; Measles virus-infected cells, CPE protection; protection (pct of control), % at 4 µM; in the data active = protection mostly above about 24%, no sharp cut-off; inactive = mostly below about 26%; note: some compounds called inactive have numbers as strong as hits
E-sel TNF inh: E-selectin induction blockers in HUVEC – imaging, immunofluorescence, high content, primary screen. inhibition, % at 2 µM. 120,000 compounds, 0.71% hits. HUVEC TNFa-induced E-selectin immunofluorescence;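 active = inhibition above the batch mean plus 3 SD, and confirmed as a hit on visual image review, cut at about 43% in these data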;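 note: 0% = TNF-stimulated DMSO wells and 100% = unstimulated control wells; not every result past the cut was called active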
bCat KO growth: primary screen for growth suppressors in beta-catenin knockout HCT116 cells (colon tumor, human) | HCT116 beta-catenin knockout viability, CellTiter-Glo, 60 h; hits give low values | viability, % at 10 µM | 140,000 compounds, 1.5% hits | AID 818, 2007;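 active = viability at or under a set limit, the compound median less 4 SD, cut at about 6% in these data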;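 note: 0% = Hyamine 1622 control at 20 µM and 100% = untreated cell control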
HCT116 PTEN-null: growth suppression of PTEN-null HCT116, primary screen, cell-based, CellTiter-Glo. AID 827, 2007. HCT116 PTEN-null viability, 60 h; hits give low values. 140,000 compounds, 1.2% hits. viability, % at 10 µM;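 active = viability at or below a set limit, 4 SD under the median of all tested compounds, cut at about 3.7% in these data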;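 note: PTEN knockout HCT116 line with beta catenin targeted HCT116 as companion control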
Phagocyt inh: inhibitors of macrophage phagocytosis, primary screen, imaging, J774A.1 cells, IgG beads; J774A.1 macrophage IgG-bead phagocytosis; AID 1029, 2008; 110,000 compounds, 0.07% hits; inhibition, % at 5 µM;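 active = inhibition above the mean of the plate negative controls plus 5 SD, cut at about 13% in these data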;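 note: phagocytic index as fraction of beads internalized from green versus red external bead signal; plate controls were DMSO negative control for no effect and cytochalasin-D positive control for full effect; some results beyond the cut were filed as inactive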
Active calls of the source: *.

`Cc1nc2sc(C(c3ccc(Cl)cc3)N3CC(C)OC(C)C3)c(O)n2n1` (centres undefined) gave Yeast life ext 0, GALR2 antag 6, BB579 growth dn -18, NPY-Y2 antag -1, MRP1 act -2.7, Measles CPE 17, E-sel TNF inh 10, bCat KO growth 98, HCT116 PTEN-null 95 and Phagocyt inh -4.
`Cc1ccc(NS(=O)(=O)c2cccc(C(=O)N/N=C/c3c(C)nn(-c4ccccc4)c3N3CCCC3)c2)c(C)c1` gave Yeast life ext 23, GALR2 antag -3, BB579 growth dn -30, NPY-Y2 antag -3, MRP1 act -1.1, Measles CPE 6, E-sel TNF inh -24, bCat KO growth 78, HCT116 PTEN-null 71 and Phagocyt inh -11.
For O=C(c1cccs1)N1CCN(S(=O)(=O)Cc2ccccc2)CC1 the results were Yeast life ext -6, GALR2 antag -4, BB579 growth dn -20, NPY-Y2 antag -1, MRP1 act -4.2, Measles CPE 3, E-sel TNF inh -8, bCat KO growth 94 and HCT116 PTEN-null 92.
For COc1ccc(NC(=O)C(C)N(c2ccc(C)cc2)S(C)(=O)=O)cc1 (centres undefined) the results were Yeast life ext 3, GALR2 antag -4, BB579 growth dn -35, NPY-Y2 antag 0, MRP1 act -2.0, Measles CPE 13, bCat KO growth 96, HCT116 PTEN-null 104 and Phagocyt inh 0.
`O=C(Nc1cnn(Cc2ccc(Cl)c(Cl)c2)c1)c1nc2ncccn2n1` gave Yeast life ext -6, GALR2 antag -3, BB579 growth dn -16, NPY-Y2 antag 1, MRP1 act -0.5, Measles CPE 4, E-sel TNF inh 3, bCat KO growth 102, HCT116 PTEN-null 87 and Phagocyt inh -1.
`CN(/N=C/c1ccc(O)cc1O)c1nc(-c2ccccc2)cc(-c2ccccc2)n1` gave Yeast life ext 1, GALR2 antag -14, BB579 growth dn 2, NPY-Y2 antag 1, MRP1 act -4.8, Measles CPE 38, bCat KO growth 16, HCT116 PTEN-null 19 and Phagocyt inh -16.
For CCCCn1c(SCC(=O)N2CCCCC2)nc2cc(S(N)(=O)=O)ccc21 the results were Yeast life ext -8, GALR2 antag -2, BB579 growth dn -23, NPY-Y2 antag 2, MRP1 act -0.1, Measles CPE 2, bCat KO growth 95, HCT116 PTEN-null 85 and Phagocyt inh 2.
Screening CCCCn1c(=O)n(Cc2cccc(F)c2)c(=O)c2c1ncn2Cc1ccco1 returned Yeast life ext -4, GALR2 antag 5, BB579 growth dn -58, NPY-Y2 antag 6, MRP1 act 0.2, Measles CPE 10, E-sel TNF inh 21, bCat KO growth 75, HCT116 PTEN-null 82 and Phagocyt inh -1.
For CN(C)c1ccc(/C=C/C(=O)c2ccc(C(C)(C)C)cc2)cc1[N+](=O)[O-] the results were Yeast life ext -6, GALR2 antag -6, BB579 growth dn -44, NPY-Y2 antag 4, MRP1 act -4.7, Measles CPE 3, E-sel TNF inh 2, bCat KO growth 15, HCT116 PTEN-null 15 and Phagocyt inh -2.
CC1=C(C#N)C(NC(=O)c2cccc(Cl)c2)(C(F)(F)F)C(=O)N1 (centres undefined) was read as Yeast life ext 9, GALR2 antag -9, BB579 growth dn 2, NPY-Y2 antag 4, MRP1 act -2.3, Measles CPE 11, E-sel TNF inh 8, bCat KO growth 107 and HCT116 PTEN-null 98.
`C=C(C)COc1ccc(-c2[nH]ncc2Oc2ccccc2OC)c(O)c1` gave Yeast life ext -7, GALR2 antag -1, BB579 growth dn 79*, NPY-Y2 antag -1, MRP1 act -5.4, Measles CPE 10, bCat KO growth 89, HCT116 PTEN-null 68 and Phagocyt inh -1.
`CCOC(=O)Cc1c(C)nc2c(-c3ccccc3)c[nH]n2c1=O` gave Yeast life ext -10, GALR2 antag 5, BB579 growth dn -24, NPY-Y2 antag 1, MRP1 act -3.4, Measles CPE 2, E-sel TNF inh 96*, bCat KO growth 50, HCT116 PTEN-null 58 and Phagocyt inh -1.
`C/C(=N\NC(=O)c1cc(Cl)ccc1O)c1ccc(Br)s1` gave Yeast life ext -2, GALR2 antag 12, BB579 growth dn -11, NPY-Y2 antag 3, MRP1 act 2.3, Measles CPE 32, bCat KO growth 65, HCT116 PTEN-null 61 and Phagocyt inh -3.
COCc1nnc(NC(=O)c2ccc(NC(=O)C(C)C)cc2)s1 was read as Yeast life ext -14, GALR2 antag -1, BB579 growth dn -6, NPY-Y2 antag 2, MRP1 act -1.4, Measles CPE 9, bCat KO growth 90, HCT116 PTEN-null 109 and Phagocyt inh -2.
Brc1ccc(-c2ccc(/C=N/Nc3nncc(-c4ccccc4)n3)o2)cc1 was read as Yeast life ext -3, GALR2 antag 2, BB579 growth dn -32, NPY-Y2 antag 2, MRP1 act 0.3, Measles CPE 5, E-sel TNF inh 3, bCat KO growth 52, HCT116 PTEN-null 35 and Phagocyt inh -1.
`CCCc1cc(=O)oc2c(CN3CCCC3)c(O)c(Cl)cc12` gave Yeast life ext -16, GALR2 antag 2, BB579 growth dn -43, NPY-Y2 antag 2, MRP1 act -2.7, Measles CPE 5, bCat KO growth 86 and HCT116 PTEN-null 97.
`COc1ccc(C(=O)N2CCCC(c3ccccc3)C2)cc1` (centres undefined) gave Yeast life ext 2, GALR2 antag -9, BB579 growth dn -56, NPY-Y2 antag 5, MRP1 act -1.2, Measles CPE 3, bCat KO growth 93, HCT116 PTEN-null 85 and Phagocyt inh 0.
CSc1ccc(CNc2ccccn2)cc1 was read as Yeast life ext -1, GALR2 antag -6, BB579 growth dn -18, NPY-Y2 antag 1, MRP1 act 0.8, Measles CPE 10, bCat KO growth 94, HCT116 PTEN-null 97 and Phagocyt inh 1.
Screening CCc1ccc(NC(=O)C2CC=CCC2C(=O)O)cc1 (centres undefined) returned Yeast life ext -5, GALR2 antag 6, BB579 growth dn -44, NPY-Y2 antag 3, MRP1 act 0.6, Measles CPE 17, E-sel TNF inh 20, bCat KO growth 93, HCT116 PTEN-null 101 and Phagocyt inh 0.
For COC(=O)c1sccc1NC(=O)CSc1ccccc1NS(=O)(=O)c1ccc(F)cc1 the results were Yeast life ext -11, GALR2 antag -4, BB579 growth dn -49, NPY-Y2 antag 2, MRP1 act -0.9, Measles CPE 1, E-sel TNF inh -25, bCat KO growth 90, HCT116 PTEN-null 92 and Phagocyt inh -1.
CC(=O)c1cc2c(cc1N/C(=N/S(=O)(=O)c1ccc(C)cc1)c1ccc(Cl)cc1)OCO2 was read as Yeast life ext 0, GALR2 antag -8, BB579 growth dn -31, NPY-Y2 antag 2, MRP1 act -2.2, Measles CPE 4, E-sel TNF inh -37, bCat KO growth 87 and HCT116 PTEN-null 86.
Screening O=C(CSc1nc2c(sc3ccccc32)c(=O)n1CCc1ccccc1)NCc1ccco1 returned Yeast life ext -4, GALR2 antag -3, BB579 growth dn -6, NPY-Y2 antag 3, MRP1 act -4.4, Measles CPE 7, E-sel TNF inh -10, bCat KO growth 73, HCT116 PTEN-null 54 and Phagocyt inh 0.
`Cc1cccc(C(=O)CC(=O)c2cc(Cl)ccc2O)c1` gave Yeast life ext -6, GALR2 antag -12, BB579 growth dn 83*, NPY-Y2 antag 2, MRP1 act -5.8, Measles CPE 0, E-sel TNF inh 5, bCat KO growth 10, HCT116 PTEN-null 10 and Phagocyt inh 0.
CCC(=NCc1ccccc1)C1=C(O)C(C(=O)OC)C(C)(C)CC1=O (centres undefined) was read as Yeast life ext 11, GALR2 antag 5, BB579 growth dn -38, NPY-Y2 antag 2, MRP1 act -0.2, Measles CPE 14, E-sel TNF inh 46, bCat KO growth 102, HCT116 PTEN-null 109 and Phagocyt inh -1.
For COc1ccc(C2C(C#N)=C(N)Oc3n[nH]c(C)c32)cc1Cn1nnc2ccccc21 (centres undefined) the results were Yeast life ext -8, GALR2 antag 4, BB579 growth dn -35, NPY-Y2 antag -1, MRP1 act -2.0, Measles CPE 11, E-sel TNF inh -3, bCat KO growth 96, HCT116 PTEN-null 79 and Phagocyt inh -1.
`Cc1c(Cl)cccc1NC(=O)CNC(=O)c1ccccc1F` gave Yeast life ext 3, GALR2 antag 10, BB579 growth dn -38, NPY-Y2 antag -1, MRP1 act 1.0, Measles CPE 2, bCat KO growth 94, HCT116 PTEN-null 110 and Phagocyt inh -9.
Screening CCn1c(C(=O)NCCCc2ccccc2)cc2sccc21 returned Yeast life ext 5, GALR2 antag 2, BB579 growth dn -20, NPY-Y2 antag 11, MRP1 act -1.8, Measles CPE 5, E-sel TNF inh -3, bCat KO growth 87, HCT116 PTEN-null 84 and Phagocyt inh -2.
NC(=O)C(F)(F)C12OC3C4C5CC(C6C5C3C61)C42 (centres undefined) was read as Yeast life ext -9, GALR2 antag 11, BB579 growth dn -40, NPY-Y2 antag 2, MRP1 act -1.1, Measles CPE 0, E-sel TNF inh -41, bCat KO growth 111, HCT116 PTEN-null 103 and Phagocyt inh -1.
For O=C(COC(=O)c1ccc2[nH]c3c(c2c1)CCCC3)Nc1ccccc1 the results were Yeast life ext -5, GALR2 antag 12, BB579 growth dn -28, NPY-Y2 antag -2, MRP1 act -1.4, Measles CPE 9, E-sel TNF inh -3, bCat KO growth 79, HCT116 PTEN-null 82 and Phagocyt inh 4.
For O=C1CC(c2ccc(F)cc2)C2=C(CCCC2=O)N1 (centres undefined) the results were Yeast life ext -3, GALR2 antag -2, BB579 growth dn -4, NPY-Y2 antag -2, MRP1 act -1.5, Measles CPE 1, E-sel TNF inh 1, bCat KO growth 101, HCT116 PTEN-null 94 and Phagocyt inh 0.
Cn1c(=O)c(Oc2ccc(F)cc2)c(O)c2ccccc21 was read as Yeast life ext 10, GALR2 antag -1, BB579 growth dn 5, NPY-Y2 antag 1, MRP1 act -1.1, Measles CPE 20, E-sel TNF inh -2, bCat KO growth 98, HCT116 PTEN-null 99 and Phagocyt inh -3.
`CSc1ccccc1NC(=O)Cn1c(-c2cscn2)nc2ccccc21` gave Yeast life ext -10, GALR2 antag 5, BB579 growth dn -82, NPY-Y2 antag 5, MRP1 act -1.3, Measles CPE 96*, E-sel TNF inh -14, bCat KO growth 77 and HCT116 PTEN-null 91.

Pulled by compound from the list above:
For O=C1CC(c2ccc(F)cc2)C2=C(CCCC2=O)N1 (centres undefined) the results were Yeast life ext -3, GALR2 antag -2, BB579 growth dn -4, NPY-Y2 antag -2, MRP1 act -1.5, Measles CPE 1, E-sel TNF inh 1, bCat KO growth 101, HCT116 PTEN-null 94 and Phagocyt inh 0.
NC(=O)C(F)(F)C12OC3C4C5CC(C6C5C3C61)C42 (centres undefined) was read as Yeast life ext -9, GALR2 antag 11, BB579 growth dn -40, NPY-Y2 antag 2, MRP1 act -1.1, Measles CPE 0, E-sel TNF inh -41, bCat KO growth 111, HCT116 PTEN-null 103 and Phagocyt inh -1.

High-throughput results (PubChem BioAssay)
